USP1-UAF1 inh: blocks the human USP1/UAF1 deubiquitinase complex; recombinant USP1/UAF1, Ub-Rhodamine cleavage fluorescence; Potency, µM (series often up to 57.1 µM), without a hit: top-dose activity change, negative = inhibition, hits mostly inhibitors; hit rate 0.23% among 390,000; further: potency means the concentration at half of the fitted maximal effect; on the % scale 0 is the no-effect control and ±100 the full control effect; nearly all actives have a fitted effect of over 60% in size; inactives centre near -12
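USP1/UAF1 complex at 1 nM was preincubated with compound for 15 min at room temperature, then Ub-Rho substrate (150nM final) was added. Fluorescence (480/540 nm) was read kinetically, 6 reads every 60 seconds.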
mIDH1 inhibitor: inhibitors of human mutant IDH1 R132H; O75874; IDH1-R132H enzyme, NADPH consumption, diaphorase/resazurin fluorescence; Potency, µM (titrated, usually from 76.6 µM), for the others: at the highest dose activity change, negative = inhibition, usual class: inhibitors; hit rate 0.093% among 390,000; AID 602179; further: potency means the concentration at half of the fitted maximal effect; on the % scale 0 is the no-effect control and ±100 the full control effect; nearly all actives have a fitted effect of over 65% in size
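IDH1-R132H (0.5 ug/mL) preincubated 30 min with compound, then NADPH (0.016 mM) and alpha-KG (2 mM) added; 80 min at RT, pH 7.5. Remaining NADPH coupled via diaphorase/resazurin to fluorescence (540/590 nm); concentration-response curves normalized to no-enzyme control.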
TrxR1 substrate: substrates of rat thioredoxin reductase 1; O89049; Potency, µM (titrated, usually from 114 µM), without a hit: at the highest dose activity change, negative = substrate turnover; purified TrxR1 substrate turnover, NADPH consumption readout; hit rate 0.01% among 390,000; AID 588456; further: potency means the concentration at half of the fitted maximal effect; on the % scale 0 is the no-effect control and ±100 the full control effect; nearly all actives have a fitted effect of over 50% in size
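Rat TrxR1, dispensed at 90 nM, was prereduced with 400 uM NADPH (final) for 5 min at ~22 deg C, then incubated with compound 15 min before 400 uM selenite. A first-read NADPH fluorescence drop versus no-compound background flagged substrates.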
LDHA inh: blocks human lactate dehydrogenase A; P00338; purified LDHA, NADH/diaphorase-resazurin fluorescence; active compounds read low; activity change, % (values are at about 110 or 230 µM); hit rate 0.15% among 480,000; AID 1347041; in the data active means activity change below about -30%; inconclusive means mostly about -25% to -30%;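 further: plate controls were DMSO wells for no effect and wells without enzyme for full effect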
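Human LDH5 (2 nM) was incubated with 0.06 mM NADH and 0.2 mM pyruvate for 5 min at room temperature in Tris pH 7.4. Remaining NADH was coupled through diaphorase/resazurin, and resorufin fluorescence was read at 0 and 20 min.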
Vif-A3F inh: blocks the Vif interaction with APOBEC3F | HeLa A3F-eYFP + Vif (tagged APOBEC3F with the HIV-1 protein that degrades it), YFP fluorescence increase | Potency, µM (highest dose often 46.1 µM), for inactives: at the top dose activity, negative = active | hit rate 0.2% among 390,000; further: potency means the concentration at half of the fitted maximal effect; % of control where 0% means no effect; nearly all actives have a fitted effect of over 65% in size
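HeLa cells stably expressing A3F-eYFP plus Vif, plated and incubated overnight at 37 deg C, then exposed to compounds overnight at 37 deg C. Blocked degradation read as raised yellow fluorescence (Ex 488/Em 500-530).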
PI4K2A block: inhibitors of human PI4K2A | Q9BTU6 | activity change, negative = inhibition, % at 76.9 µM | purified PI4K2A, ADP-Glo luminescence, 1 h; active compounds read low | hit rate 0.13% among 420,000; in the data active means activity change below about -50%; inconclusive means mostly about -30% to -49%;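 further: -100% = wells without enzyme as full effect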
Target sequence (Q9BTU6 whole entry, looked up): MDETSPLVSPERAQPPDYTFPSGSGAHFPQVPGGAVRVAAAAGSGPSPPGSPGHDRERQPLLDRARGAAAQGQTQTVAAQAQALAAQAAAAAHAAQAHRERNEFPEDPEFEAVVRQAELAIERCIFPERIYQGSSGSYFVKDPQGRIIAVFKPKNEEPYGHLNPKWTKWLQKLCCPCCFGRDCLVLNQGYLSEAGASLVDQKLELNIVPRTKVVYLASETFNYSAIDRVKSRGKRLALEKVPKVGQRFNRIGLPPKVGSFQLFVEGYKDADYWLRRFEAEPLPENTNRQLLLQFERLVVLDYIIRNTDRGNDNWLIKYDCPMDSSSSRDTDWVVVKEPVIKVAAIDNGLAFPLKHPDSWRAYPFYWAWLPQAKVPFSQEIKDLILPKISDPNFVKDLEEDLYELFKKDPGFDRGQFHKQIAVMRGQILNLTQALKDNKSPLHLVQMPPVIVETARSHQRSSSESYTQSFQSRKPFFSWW
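ADP-Glo luminescence measured ADP generated by PI4K2A enzyme (4 ug/mL before mixing) with 1.2 mM PI substrate (pre-mix) and 300 microM ATP (pre-mix). Tris pH7.5 buffer with MgCl2, Triton X-100; 1 h reaction at ambient temperature.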
Glioma ERSR ind: induces the endoplasmic reticulum stress response in human glioma cells; U87-MG GRP78 promoter luciferase reporter, 16 h; Potency, µM, without a hit: at the top dose activation, hits mostly activators; hit rate 0.02% among 420,000; further: potency means the concentration at half of the fitted maximal effect; series mostly up to about 76 µM; % of control where 0% means no effect; nearly all actives have a fitted effect of over 35% in size
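ERSR induction read as luciferase luminescence (Bright-Glo, 10 min at room temperature) in stably transfected human U87-MG glioma cells exposed to compounds for 16 h, using GRP78 as sensor.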
RXFP1 ag: agonists of human relaxin receptor RXFP1; HEK293T-RXFP1 cAMP TR-FRET, 30 min; response scale: percent of porcine relaxin response, buffer zero; Potency, µM (series often up to 57.5 µM), for the others: top-dose activation, actives largely listed as activators; hit rate 0.3% among 370,000; AID 2676; further: potency means the concentration at half of the fitted maximal effect; on the % scale 0 is the no-effect control and ±100 the full control effect; nearly all actives have a fitted effect of over 60% in size; many of its hits are not listed in these tables
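Agonist response is measured as cAMP accumulation in an RXFP1-transfected HEK293T line under PDE4 inhibition. Values are scaled between buffer-only and 29 nM porcine relaxin, and EC50s come from standard Hill equation fits.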
Vif-APOBEC3G blk: blocks the Vif interaction with human APOBEC3G. HeLa A3G-eYFP + Vif (tagged APOBEC3G with the HIV-1 protein that degrades it), YFP fluorescence, overnight. Q9HC16. AID 602310. Potency, µM (highest dose often 46.1 µM), inactives show at the top dose activity, negative = active, actives largely listed as inhibitors. hit rate 0.076% among 410,000;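 further: potency means the concentration at half of the fitted maximal effect; on the % scale 0 is the no-effect control and ±100 the full control effect; nearly all actives have a fitted effect of over 60% in size; hits raise eYFP signal because A3G escapes Vif-driven loss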
Target sequence (Q9HC16 whole entry, looked up): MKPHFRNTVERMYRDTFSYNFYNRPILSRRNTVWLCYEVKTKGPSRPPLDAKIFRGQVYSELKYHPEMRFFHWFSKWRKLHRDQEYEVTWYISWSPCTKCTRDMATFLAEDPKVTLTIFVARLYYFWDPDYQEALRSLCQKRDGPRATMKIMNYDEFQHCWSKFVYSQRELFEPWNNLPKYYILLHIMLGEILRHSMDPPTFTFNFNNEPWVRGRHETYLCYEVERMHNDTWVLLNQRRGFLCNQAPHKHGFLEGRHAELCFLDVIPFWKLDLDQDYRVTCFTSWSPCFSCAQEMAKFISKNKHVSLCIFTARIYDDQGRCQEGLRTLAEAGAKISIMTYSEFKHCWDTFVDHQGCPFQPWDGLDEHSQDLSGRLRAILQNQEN
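Read-out is eYFP fluorescence (Ex 488/Em 500-530) from Vif-expressing HeLa A3G-eYFP cells; more signal means A3G escaped Vif-mediated degradation. Cells plated overnight, compound pinned in, incubated overnight at 37 deg C.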
The depositor's hits bear a star; ? = inconclusive; nt = no result given; & = joins results of further samples; [ ] = remark or other dose. Unless noted, the call rests on the fitted dose curve; in most records, active means well fitted curve in the direction sought with a large enough effect; inconclusive means small, poorly fitted or top-dose-only effect, or another doubt; inactive means no such curve, though single readings can be large; an effect the other way counts as inactive or inconclusive. Not all compounds are listed (hit frequency here may not be typical).

SMILES	USP1-UAF1 inh	mIDH1 inhibitor	TrxR1 substrate	LDHA inh	Vif-A3F inh	PI4K2A block	Glioma ERSR ind	RXFP1 ag	Vif-APOBEC3G blk
Cc1nnsc1NC(=O)OCCCl	-17%	-2%	4%[57.1 µM]	-5	-3%	0	-1%	0.0%	2%
CCOc1ccccc1Nc1sc(C(=O)c2ccc(Cl)cc2)c(N)c1C(=O)NCCc1ccccc1	-22%	0%	1%[57.1 µM]	-2	5%	-1	0%	1.8%	-8%
CCOC(=O)Cc1csc(NC(=O)c2ccc(C)cc2)n1	-20%	11%	-6%[57.1 µM]	-1	-6%	3	-1%	-0.4%	-3%
Cc1cccc(N2CCN(C(=O)CN3C(=O)COc4ccc(S(=O)(=O)N5CCCCCC5)cc43)CC2)c1C	-10%	11%	-3%	-4	2%	-2	-3%	-2.3%	1%
COc1ccc(NC(=O)C2(c3ccc(NC(=O)c4ccc(OC)cc4)cc3)CCCC2)cc1	-6%	4%	36%	-5	-9%	2	-7%	8.0%	0%
CC(=O)c1cccc(NC(=O)c2cc(S(=O)(=O)N3CCOCC3)cs2)c1	-10%	-6%	-2%	-12	-10%	8	-1%	-3.0%	1%
CC(=O)Nc1ccc(SCC(=O)NC(=O)c2ccccc2Br)cc1	6%	1%	-5%	-3	-7%	-8	4%	0.6%	-1%
Cc1cc(C)c2c(CC(=O)O)coc2c1	4%	0%	-6%	-9	0%	11	-4%	2.3%	0%
Cc1ccccc1-n1c(C)nnc1SCC(=O)N1CCc2ccccc2C1	1%	3%	1%	-9	6%	-4	-2%	1.4%	-1%
C/C=C/c1ccc(OCC(=O)NCc2ccccc2OC)c(OC)c1	?	0%	9%[57.1 µM]	-4	6%	11	-2%	2.5%	-1%
CCCOC(=O)c1c(NC(=O)/C=C/c2cnn(C)c2C)sc(C(=O)OC)c1C	-12%	6%	23%	-4	4%	6	-3%	-1.2%	-4%
O=c1oc2ccc3ccccc3c2cc1-c1nnc(Nc2cccc(F)c2)s1	-13%	-6%	5%	-6	-7%	-3	-5%	2.8%	-11%

Looked up one by one from the list above, two records:
SMILES	USP1-UAF1 inh	mIDH1 inhibitor	TrxR1 substrate	LDHA inh	Vif-A3F inh	PI4K2A block	Glioma ERSR ind	RXFP1 ag	Vif-APOBEC3G blk
CCOc1ccccc1Nc1sc(C(=O)c2ccc(Cl)cc2)c(N)c1C(=O)NCCc1ccccc1	-22%	0%	1%[57.1 µM]	-2	5%	-1	0%	1.8%	-8%
Cc1cc(C)c2c(CC(=O)O)coc2c1	4%	0%	-6%	-9	0%	11	-4%	2.3%	0%

Additional results follow:
SMILES	USP1-UAF1 inh	mIDH1 inhibitor	TrxR1 substrate	LDHA inh	Vif-A3F inh	PI4K2A block	Glioma ERSR ind	RXFP1 ag	Vif-APOBEC3G blk
CCCn1ccc2c(OCC(=O)Nc3ccc(NC(C)=O)cc3)cccc2c1=O	0%	-1%	-8%	2	2%	1	-2%	0.7%	-7%
Cc1[nH]c2ccccc2c1C(=O)C(=O)N1CC(C)OC(C)C1 (configuration not stated)	2%	5%	-10%	-1	1%	2	-5%	3.2%	1%
COc1cc(/C=N/n2nnnc2N)ccc1OCC#N	-9%	-4%	-1%	-2	0%	-2	-4%	1.7%	-4%
COc1ccccc1CC(=O)NNS(=O)(=O)c1cccc([N+](=O)[O-])c1	3%	-2%	-3%	2	3%	3	-1%	3.1%	2%
CCOc1ccccc1N(C)C(=O)C1CCCN(c2ncnc3c2nc2n3CCCCC2)C1 (configuration not stated)	5%	-8%	-5%	-1	-2%	-1	-4%	-1.0%	2%
CCOC(=O)N1CCN(C(=O)COC(=O)C2CCN(S(=O)(=O)c3c(C)c(C)cc(C)c3C)CC2)CC1	-10%	7%	-2%	-3	-16%	1	-3%	-0.3%	0%
COc1ccc(C(=O)NC2CCN(S(=O)(=O)c3ccc(C)cc3)CC2)cc1	-22%	1%	5%	0	-7%	5	0%	-1.3%	5%
CCCCn1c(N)c(N(CC(C)C)C(=O)c2cc3c(s2)CCCCC3)c(=O)[nH]c1=O	-18%	-5%	5%	-3	6%	-2	-2%	2.2%	-6%
O=C1CSC(c2cccc([N+](=O)[O-])c2)N1c1ccc(O)cc1 (configuration not stated)	-18%	-5%	1%	-2	-5%	-2	4%	0.8%	-4%
CC(=O)N1[C@H](C)C=C[C@]1(Cc1ccccc1)C(=O)NCc1cc(F)cc(C(F)(F)F)c1	-19%	9%	-5%	-3	1%	-1	3%	2.1%	4%
Cc1ccc(N=Cc2cc(Br)cc(Cl)c2O)cc1	?	-8%	-8%	-1	0%	-10	-3%	13%	1%
CC(Oc1ccccc1)C(=O)N/N=C/c1ccccn1 (configuration not stated)	-11%	3%	0%	2	2%	-9	-4%	-0.1%	-3%
COc1ccc(Nc2nnc(-c3ccc(C(=O)NCCO)cc3)c3ccccc23)cc1	-4%	-3%	-8%	-11	0%	-2	-7%	1.6%	-4%
c1ccc(NNC2=NCCCCC2)cc1	2%	5%	1%[2.29 µM]	0	-13%	2	-2%	4.0%	-12%
O=C(c1ccco1)N1C2C=CC(C2)C1(C(F)(F)F)C(F)(F)F (configuration not stated)	-13%	3%	7%	-11	-2%	2	-1%	-2.4%	-1%
Nc1c(C(=O)NCc2ccc3c(c2)OCO3)nnn1Cc1ccc(Br)cc1	-19%	-11%	0%	-8	0%	1	-8%	0.7%	-13%
CN(C(=O)CSc1nnc2ccccn12)c1c(N)n(Cc2ccccc2)c(=O)[nH]c1=O	-3%	-3%	4%	1	-2%	1	-3%	0.5%	1%
CCCS(=O)(=O)NC(=O)C1(C)CCN(C(=O)c2ccc3ccccc3n2)C1 (configuration not stated)	nt	nt	nt	-10	nt	-3	-1%	nt	2%
Cc1ccc(OCC(=O)Nc2ccc(NC(=O)c3ccccc3)cc2)cc1C	2%	6%	1%	-5	-13%	2	-4%	0.0%	2%
CC(=O)Nc1ccc(NC(=O)C2CC(=O)N(c3cccc(Cl)c3)C2)cc1 (configuration not stated)	-19%	1%	3%	-2	7%	-1	-3%	0.6%	-1%
Cc1ccn(CC(=O)NC2CCCN(Cc3ccc(CC(C)C)cc3)C2)n1 (configuration not stated)	-14%	11%	0%	-1	0%	5	-5%	-0.2%	2%
CCOC(=O)N1CCN(C(=O)C2CCCN(S(=O)(=O)c3cc(C)ccc3OC)C2)CC1 (configuration not stated)	18%	1%	7%	-4	0%	2	0%	0.4%	-3%
O=S(=O)(c1cccc(NC(=S)N2CCN(c3cccc(Cl)c3)CC2)c1)C(F)F	-17%	18%	-20%[57.1 µM]	-1	8%	0	-1%	-3.3%	-7%
CCc1ccc(-c2cc(C)no2)cc1S(=O)(=O)N1CC(=O)Nc2ccccc21	?	13%	2%	0	0%	-4	0%	3.2%	0%
N#Cc1ccccc1OCC(=O)NNC(=O)CCC1CCCC1	-16%	3%	-2%[57.1 µM]	-6	3%	3	-2%	nt	1%
COC(=O)CC1Oc2ccccc2-n2cc(-c3ccc(F)cc3)nc21 (configuration not stated)	-21%	26%	-3%	-4	2%	0	-2%	-0.3%	2%
Cc1cc(O)c(NC(=S)NC(=O)c2ccc(-c3ccc(Cl)cc3)o2)cc1C	-7%	-2%	-7%	-2	-3%	-6	-12%	0.7%	-5%
COc1cc(NC(=O)c2nn(C)c3c2CS(=O)(=O)c2ccccc2-3)cc(OC)c1	-4%&-10%	-1%&5%	5%&10%	-4&13	-3%&-8%	-2&4	-1%&-3%	0.8%&0.3%	-1%&-3%
CCOC(=O)C12CNC(=O)C(C(=O)OCC)(CNC1=O)C2	-15%	0%	8%	-2	4%	-6	-3%	-0.3%	-2%
CC(=O)c1ccc(OCc2cc(C(=O)N3CCCCC3c3cccnc3)no2)cc1 (configuration not stated)	-7%	10%	-11%	0	7%	-1	-3%	0.8%	-3%
O=c1[nH]c2ccccc2c(=O)n1Cc1ccco1	-4%	0%	-9%	-2	nt	-8	-5%	0.0%	2%
C=CCOC(=O)COc1ccc2c3c(c(=O)oc2c1)CCCC3	-17%	-1%	nt	-11	-6%	0	?	nt	-4%
O=C1CC(O)(C(F)(F)F)Oc2c1ccc1ccccc21 (configuration not stated)	-11%	0%	79%[activator]	6	2%	2	5%	0.9%	-4%
Cn1nnnc1SCCCNCc1cc(Br)ccc1OCc1ccccc1	-14%	-8%	2%	-4	4%	2	-4%	3.6%	1%
O=C(CSc1ccc(F)cc1)N1CCC(c2nc3ccccc3s2)CC1	-4%	2%	9%[57.1 µM]	-7	-2%	-5	-6%	-0.5%	-1%
CC1=C(c2ccc(C(C)C)cc2)S(=O)(=O)N=C1N1CCN(C(=O)c2ccco2)CC1	-22%	-29%	5%	-11	4%	1	7%	1.2%	1%
O=C(Nc1nc2cc3c(cc2s1)OCCO3)C1=COCCO1	-8%	6%	1%[57.1 µM]	0	2%	-18	-19%	2.6%	2%
CCCCCCc1c(C)c2c(cc(C)c3c(C)coc32)oc1=O	-5%	16%	25%	-1	4%	3	-3%	7.9%	2%
Cc1cccnc1NC(=O)NC(=O)c1ccc(C(C)(C)C)s1	-6%	-4%	-12%	3	-11%	2	1%	-0.4%	-15%
CC(=O)Nc1cccc(OC(=O)c2ccoc2C)c1	-7%	15%	-11%	1	0%	-10	-4%	0.6%	0%
O=C(NCCc1ccccc1)C(=O)NCC1OCCN1S(=O)(=O)c1ccc2c(c1)OCCO2 (configuration not stated)	-23%	-16%	6%	3	1%	2	1%	0.2%	-18%

Screening data as filed in PubChem.
